Assay outcomes as filed in PubChem.
Salmonella PhoP GFP: PhoP regulon inhibitors, Salmonella typhi PhoP promoter GFP reporter, confirmatory (AID 1850); Salmonella Typhi PhoP-promoter GFP reporter, fluorescence, 4 h; higher % means a stronger effect; inhibition, % at 50 µM, or IC50 in µM where a hit was titrated; 310,000 compounds, 0.33% hits; in the data active = a potency from the dose series; inconclusive = inhibition mostly from about 25% at the one dose, without a potency; inactive = the rest, 99 in 100 with inhibition below about 19%;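 note: 0% = induced wells with vehicle and 100% = uninduced wells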
M. tuberculosis: growth inhibition of non-replicating M. tuberculosis (AID 488890). Mycobacterium tuberculosis non-replicating, growth inhibition; higher % means a stronger effect. inhibition, % at 25 µM, or IC50 in µM where a hit was titrated. 320,000 compounds, 0.39% hits; in the data active = a potency from the dose series; inconclusive = inhibition mostly from about 82% at the one dose, without a potency; inactive = the rest, 99 in 100 with inhibition below about 76%;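 note: plate controls were DMSO cells for no effect and high antibiotic wells for full effect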
H1N1 NS1A inhibition: H1N1 influenza NS1A inhibitors, functional cell based assay (AID 504329); NS1A functional cell-based assay, percent inhibition; higher % means a stronger effect; inhibition, % at 12.5 µM, or IC50 in µM where a hit was titrated; 340,000 compounds, 0.3% hits; in the data active = a potency from the dose series; inconclusive = inhibition above about 27% without an active follow-up result; note: strong numbers were not always called active
inhibitors of VEEV: inhibitors of VEEV TC-83 cytopathic effect, confirmation, Vero cells (AID 588727). 350,000 compounds, 0.13% hits. inhibition, % at 20 µM; hits with a dose series show IC50 in µM. Vero cells, VEEV TC-83 cytopathic effect inhibition; higher % means a stronger effect; in the data active = a potency from the dose series; inconclusive = inhibition mostly from about 14% at the one dose, without a potency; inactive = the rest, 99 in 100 with inhibition below about 12%; note: strong numbers were not always called active
H37Rv inhibition: M. tuberculosis growth inhibition, HTS (AID 449762). M. tuberculosis H37Rv growth inhibition, 7H9 media; higher % means a stronger effect. 330,000 compounds, 0.59% hits. inhibition, % at 25 µM, or IC50 in µM where a hit was titrated; in the data active = a potency from the dose series; inconclusive = inhibition above about 70% without an active follow-up result;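 note: bacterial growth assessed after seven days of incubation; strong numbers were not always called active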
An asterisk follows results filed as active; i = inactive; ? = inconclusive; · = not tested or not shown.

cpd	smiles	Salmonella PhoP GFP	M. tuberculosis	H1N1 NS1A inhibition
1	CCOc1ccccc1Nc1nc(-c2sc(NC(=O)c3cccc(Cl)c3)nc2C)cs1	13.8%	22.6%	2.2%
2	COc1cccc(-c2cc(C(=O)N3CCOCC3)no2)c1	-16.6%	-11.2%	2.3%
3	COc1ccccc1N1CCN(S(=O)(=O)c2ccc3c(c2)NC(=O)C(C)S3)CC1 (stereo unspecified)	-1.3%	21.0%	-2.4%
4	COc1ccc(OCC(N)=O)cc1	-1.3%	-2.0%	7.9%
5	CN1CCCC2(CCCN(Cc3nc(Cc4cccc(C(F)(F)F)c4)no3)C2)C1 (stereo unspecified)	0.6%	77.5%	-4.5%
6	CC(=O)Oc1ccc2c(C)cc(=O)[nH]c2c1	-5.0%	1.1%	9.0%
7	COc1ccc2nc(NC(=O)CCNC(=O)c3ccco3)sc2c1	·	12.4%	-6.1%
8	CCC1CCc2c(n(C)c3ccccc3c2=O)O1 (stereo unspecified)	-4.7%	-8.6%	-2.7%
9	Cc1nc(N2CCCC2C(=O)O)c2oc3ccccc3c2n1 (stereo unspecified)	3.6%	-2.2%	11.4%
10	CN(C1CCCCC1)S(=O)(=O)CCNC(=O)c1ccccc1	2.9%	-12.8%	-2.3%

cpd	inhibitors of VEEV	H37Rv inhibition
1	3.7%	-6.5%
2	i	8.5%
3	i	-1.9%
4	1.0%	9.0%
5	0.4%	-3.3%
6	2.9%	?
7	4.5%	-12.7%
8	i	-4.1%
9	1.2%	2.0%
10	1.9%	-7.5%

The listing continues.
cpd	smiles	Salmonella PhoP GFP	M. tuberculosis	H1N1 NS1A inhibition
11	COc1ccccc1N1CCN(C2CCCN(C(=O)CCc3c(C)noc3C)C2)CC1 (stereo unspecified)	-18.8%	6.0%	12.3%
12	COc1ccc(S(=O)(=O)n2[nH]c(=O)c(CCO)c2C)cc1	-3.9%	-5.3%	2.1%
13	CCOc1cc(/C=N/NC(=O)c2cc(-c3ccccc3)nc3ccccc23)ccc1O	-8.0%	11.6%	1.7%
14	O=C(COC(=O)CNC(=O)c1ccccc1F)Nc1nnc(-c2ccccc2)o1	3.5%	12.7%	-9.7%
15	COCCn1c(SCC(=O)Nc2nc3ccccc3s2)nnc1-c1ccoc1C	-1.4%	0.5%	-8.8%
16	COc1ccccc1NC(=O)c1sc2ncn(Cc3cccc(C)c3)c(=O)c2c1C	-12.7%	23.4%	-6.2%
17	O=[N+]([O-])c1cccc(S(=O)(=O)N2CCCCC2c2cccnc2)c1 (stereo unspecified)	-5.5%	2.4%	-1.7%
18	OC(CNC1CCCc2ccccc21)COc1ccc2ccccc2c1 (stereo unspecified)	17.1%	77.1%	5.0%
19	O=C(Cc1ccccc1)c1c[nH]c(C(=O)NCc2ccncc2)c1	4.6%	-23.8%	-5.9%
20	Cc1ccc(OCCCC(=O)Nc2ccc(S(=O)(=O)Nc3cc(C)on3)cc2)cc1	6.4%	62.8%	-6.7%

cpd	inhibitors of VEEV	H37Rv inhibition
11	i	11.8%
12	0.9%	-6.9%
13	1.4%	1.2%
14	0.5%	10.7%
15	6.6%	-21.6%
16	0.6%	10.0%
17	0.0%	-1.9%
18	i	?
19	0.6%	2.6%
20	12.6%	?

Further compounds follow.
cpd	smiles	Salmonella PhoP GFP	M. tuberculosis	H1N1 NS1A inhibition
21	O=C(NC1CCOc2ccccc21)c1ccc(Cl)nc1 (stereo unspecified)	-2.4%	1.46µM*	-5.7%
22	CS(=O)(=O)c1ccc2nc(NC(=O)c3ccccc3Br)sc2c1	2.6%	4.9%	-7.5%
23	COc1ccc(CNC(=O)CSc2nnc(C3CC3)n2C2CC2)cc1	·	3.8%	-14.2%
24	CCOc1ccc(S(=O)(=O)NCCC(=O)N(C)CC(=O)Nc2ccc(N3CCOCC3)cc2)cc1	5.0%	-2.2%	0.5%
25	O=C(O)CCC(=O)N1N=C(c2ccco2)CC1c1cccs1 (stereo unspecified)	12.5%	24.9%	-0.3%
26	COc1cccc(Nc2nc(=O)[nH]nc2C)c1	3.4%	-6.2%	5.1%
27	Cc1ccc(-n2nc3c(c2NC(=O)c2ccc(F)c(F)c2)CS(=O)(=O)C3)cc1	-1.2%	10.4%	-8.6%
28	COCCn1c(-c2cc(OC)c(OC)c(OC)c2)nc2oc3ccccc3c(=O)c2c1=O	-3.4%	-7.1%	-0.8%
29	COc1ccc(CNC(=O)CN2CCN(S(=O)(=O)c3ccccc3)CC2)cc1	·	8.1%	-10.4%
30	NC1=NC(c2ccc(Cl)cc2)N(c2ccc(S(N)(=O)=O)cc2)C(N)=N1 (stereo unspecified)	-1.2%	-13.4%	-2.2%

cpd	inhibitors of VEEV	H37Rv inhibition
21	i	-3.8%
22	1.3%	-1.6%
23	9.6%	1.9%
24	1.9%	-2.2%
25	1.1%	-8.7%
26	0.9%	-4.4%
27	i	-7.4%
28	?	-5.6%
29	8.7%	-7.8%
30	0.1%	-9.9%

Remaining list, next part:
cpd	smiles	Salmonella PhoP GFP	M. tuberculosis	H1N1 NS1A inhibition
31	CCC(O)(C#CCN1CCCCC1)CC	-7.3%	-0.4%	-6.4%
32	COC(=O)c1ccc(N2CCN(C)CC2)c(NC(=O)COc2cccc(C)c2)c1	5.0%	14.1%	8.2%
33	CCOC(=O)C1CCCN(C(=O)c2ccccc2[N+](=O)[O-])C1 (stereo unspecified)	0.0%	-4.3%	3.5%
34	CCCOc1cccc(C2/C(=C(\O)c3ccc4c(c3)OCCO4)C(=O)C(=O)N2CCCn2ccnc2)c1 (stereo unspecified)	7.5%	19.2%	3.8%
35	CN1C(=O)[C@@H]2[C@H](C1=O)[C@@H]1C(=O)Nc3ccccc3C(=O)N1[C@@H]2c1cccc(Br)c1	-5.1%	8.6%	-2.4%
36	CSc1ccc(CCNC(=O)CCc2nnc3ccc(N4CCCC4)nn23)cc1	·	55.0%	1.9%
37	Cc1ccc(S(=O)(=O)N2CCCC(c3nc(-c4ccc(C)o4)no3)C2)cc1 (stereo unspecified)	-7.9%	19.1%	-3.3%
38	COc1ccc(Cn2nnnc2CN2CCN(c3ccc(OC)cc3)CC2)cc1	-7.5%	22.5%	5.9%
39	CCCCCOc1ccc(C(=O)OCC(=O)Nc2cc(C)on2)cc1	·	·	-4.2%
40	COc1ccc(CN2CCC(n3nccc3NC(=O)C3CCCC3)CC2)cc1	-2.5%	7.2%	21.9%

cpd	inhibitors of VEEV	H37Rv inhibition
31	i	-4.9%
32	3.6%	1.3%
33	0.4%	-5.2%
34	1.3%	-6.0%
35	0.4%	-7.9%
36	7.7%	29.8%
37	i	7.7%
38	0.4%	1.6%
39	1.5%	·
40	1.1%	-5.8%

Remaining list, next part:
cpd	smiles	Salmonella PhoP GFP	M. tuberculosis	H1N1 NS1A inhibition
41	CCOC(=O)c1ccc(N2CSC3=C(C#N)C(c4cccs4)CC(=O)N3C2)cc1 (stereo unspecified)	1.9%	11.9%	4.8%
42	CCc1cc2c(SCc3nc4sc(C(C)=O)c(C)c4c(=O)[nH]3)ncnc2s1	10.5%	16.5%	1.4%
43	CCC(=O)c1ccc(OCC(=O)NCc2ccccc2CN2CCCC2)cc1	·	16.1%	-9.6%
44	O=c1[nH]c(C2CCN(S(=O)(=O)c3ccc4c(c3)OCCO4)CC2)nc2c1nnn2Cc1cccc(F)c1	8.7%	27.6%	8.4%
45	Cc1ccc(C(=O)CN2C(=O)NC3(CCc4ccccc43)C2=O)s1 (stereo unspecified)	·	14.5%	-1.4%
46	COC(=O)c1ccc(NC(=O)c2cccc(NC(=O)c3ccco3)c2)cc1	-2.6%	0.7%	-1.1%
47	Cc1ccc(NC(=O)C2CCCN(S(=O)(=O)c3cccnc3)C2)cc1C (stereo unspecified)	-23.9%	14.8%	3.3%
48	O=C(O)c1ccccc1C(=O)c1ccc2oc(=O)[nH]c2c1	·	·	6.7%
49	COc1ccc(CCn2c(C)cc(C(=O)CN3C(=O)C(=O)N(Cc4ccco4)C3=O)c2C)cc1	·	56.1%	1.8%
50	COc1ccc(NC(=O)c2cccc3c(Br)cccc23)cc1	-2.9%	-0.8%	1.1%

cpd	inhibitors of VEEV	H37Rv inhibition
41	0.9%	-4.4%
42	2.8%	65.1%
43	1.4%	-1.4%
44	4.6%	39.9%
45	i	-0.9%
46	0.7%	4.9%
47	i	10.3%
48	i	·
49	8.7%	?
50	0.3%	4.4%

2 entries from above, as a markdown table:
| nr | SMILES | Salmonella PhoP GFP | M. tuberculosis | H1N1 NS1A inhibition | inhibitors of VEEV | H37Rv inhibition |
| --- | --- | --- | --- | --- | --- | --- |
| 9 | Cc1nc(N2CCCC2C(=O)O)c2oc3ccccc3c2n1 (stereo unspecified) | 3.6% | -2.2% | 11.4% | 1.2% | 2.0% |
| 10 | CN(C1CCCCC1)S(=O)(=O)CCNC(=O)c1ccccc1 | 2.9% | -12.8% | -2.3% | 1.9% | -7.5% |

Later entries:
cpd	smiles	Salmonella PhoP GFP	M. tuberculosis	H1N1 NS1A inhibition
51	Cc1cc(C(=O)Nc2ccc(C)c(S(=O)(=O)N3CCOCC3)c2)c(C)o1	1.2%	28.2%	-2.5%
52	N/C(CCS(=O)(=O)c1ccc(Cl)cc1)=N\OC(=O)c1ccc(Cl)cc1	2.1%	-11.1%	-1.3%
53	Cc1cc(NC(=O)Cn2cnc3sccc3c2=O)no1	·	4.6%	0.3%
54	CCn1c(SCC(=O)N2CCN(c3cccc(Cl)c3)CC2)nc2ccccc2c1=O	18.7%	3.0%	-1.0%
55	CCCCCCCCSc1nnc(/N=C/N(C)C)s1	12.5%	57.4%	-18.1%
56	CSc1c2c(nc3ncnn13)CCC2	-8.4%	·	-6.0%
57	CCOC(=O)C(C)(C)Sc1nc2c(cnn2-c2ccc(F)cc2)c(=O)[nH]1	-7.2%	-0.9%	-28.8%
58	COc1cccc(N/C(N)=N/c2nc(C(F)(F)F)cc(C(F)(F)F)n2)c1	-34.4%	14.8%	11.6%
59	CC(C)c1cc(C(=O)Nc2cccc(Cl)c2)no1	-3.0%	?	-2.1%
60	CC(=O)c1ccc(S(=O)(=O)N(Cc2cc3cc4c(cc3[nH]c2=O)OCCO4)CC2CCCO2)cc1 (stereo unspecified)	-9.3%	-6.2%	8.1%

cpd	inhibitors of VEEV	H37Rv inhibition
51	i	3.5%
52	2.9%	0.4%
53	i	-4.0%
54	3.1%	19.6%
55	i	-8.2%
56	2.2%	-4.0%
57	0.8%	3.6%
58	2.4%	2.8%
59	i	61.1%
60	0.9%	-3.7%

Next section.
cpd	smiles	Salmonella PhoP GFP	M. tuberculosis	H1N1 NS1A inhibition
61	CC(=O)N1CCOc2ccc(S(=O)(=O)NCCc3ccc(C)cc3)cc21	-8.2%	26.4%	-16.7%
62	CCOc1ccccc1NC(=S)N(CCN(C)C)C(C)c1ccncc1 (stereo unspecified)	1.4%	-9.8%	-6.6%
63	N#Cc1c(NC(=O)COC(=O)c2ccc(F)cc2)sc2c1CCC2	-5.1%	-0.4%	1.1%
64	Nc1nonc1NC(=O)NN=C1CCCCC1	3.0%	29.2%	-11.3%
65	COc1ccccc1CNC(=O)C1(NC(=O)Nc2ccc(C)cc2)CCCCC1	-5.7%	37.6%	2.5%
66	CN(C)c1ccc(C=Nc2ccccc2C(N)=O)cc1	-1.3%	2.3%	-0.6%

cpd	inhibitors of VEEV	H37Rv inhibition
61	1.2%	6.7%
62	2.8%	4.3%
63	0.6%	7.2%
64	i	1.2%
65	1.8%	-3.9%
66	3.8%	3.0%

Single records, as listed above.
Record of `Nc1nonc1NC(=O)NN=C1CCCCC1` = Salmonella PhoP GFP: 3.0%; M. tuberculosis: 29.2%; H1N1 NS1A inhibition: -11.3%; inhibitors of VEEV: i; H37Rv inhibition: 1.2%
Record of `CCOc1ccccc1NC(=S)N(CCN(C)C)C(C)c1ccncc1` (stereo unspecified) = Salmonella PhoP GFP: 1.4%; M. tuberculosis: -9.8%; H1N1 NS1A inhibition: -6.6%; inhibitors of VEEV: 2.8%; H37Rv inhibition: 4.3%
Record of `CC(=O)N1CCOc2ccc(S(=O)(=O)NCCc3ccc(C)cc3)cc21` = Salmonella PhoP GFP: -8.2%; M. tuberculosis: 26.4%; H1N1 NS1A inhibition: -16.7%; inhibitors of VEEV: 1.2%; H37Rv inhibition: 6.7%
